Screening data as filed in PubChem BioAssay.
PHOSPHO1 block – PHOSPHO1 (human) inhibition. Q8TCT1. recombinant PHOSPHO1, absorbance phosphatase assay. inhibition, % at 13.3 µM. hit rate 1.1% among 290,000. AID 1565; in the data active means inhibition above about 60%
Target sequence (Q8TCT1 whole entry, looked up): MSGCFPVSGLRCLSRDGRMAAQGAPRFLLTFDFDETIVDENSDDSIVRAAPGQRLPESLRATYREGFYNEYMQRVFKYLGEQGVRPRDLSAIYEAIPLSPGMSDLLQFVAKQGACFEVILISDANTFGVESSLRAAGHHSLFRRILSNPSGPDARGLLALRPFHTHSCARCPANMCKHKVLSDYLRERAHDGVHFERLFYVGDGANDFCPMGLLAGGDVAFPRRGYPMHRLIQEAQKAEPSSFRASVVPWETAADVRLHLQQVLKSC
MEKK3 PB1 HTS – raises or lowers MEK5 binding to the human MEKK3 PB1 domain. binding response (% of control), % at 10 µM. bead-based flow cytometry, Alexa488-MEK5 binding to MEKK3; actives lie on both sides; 0 = blocked by unlabeled MEK5, 100 = vehicle. Q99759. hit rate 1.4% among 290,000;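 active means binding response more than 3 SD above or below the average of its plate-row segment, actives on both sides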;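 further: Alexa488 bead fluorescence after subtracting the streptavidin-only scavenger bead signal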
Target sequence (Q99759 whole entry, looked up, the tested form may be a part): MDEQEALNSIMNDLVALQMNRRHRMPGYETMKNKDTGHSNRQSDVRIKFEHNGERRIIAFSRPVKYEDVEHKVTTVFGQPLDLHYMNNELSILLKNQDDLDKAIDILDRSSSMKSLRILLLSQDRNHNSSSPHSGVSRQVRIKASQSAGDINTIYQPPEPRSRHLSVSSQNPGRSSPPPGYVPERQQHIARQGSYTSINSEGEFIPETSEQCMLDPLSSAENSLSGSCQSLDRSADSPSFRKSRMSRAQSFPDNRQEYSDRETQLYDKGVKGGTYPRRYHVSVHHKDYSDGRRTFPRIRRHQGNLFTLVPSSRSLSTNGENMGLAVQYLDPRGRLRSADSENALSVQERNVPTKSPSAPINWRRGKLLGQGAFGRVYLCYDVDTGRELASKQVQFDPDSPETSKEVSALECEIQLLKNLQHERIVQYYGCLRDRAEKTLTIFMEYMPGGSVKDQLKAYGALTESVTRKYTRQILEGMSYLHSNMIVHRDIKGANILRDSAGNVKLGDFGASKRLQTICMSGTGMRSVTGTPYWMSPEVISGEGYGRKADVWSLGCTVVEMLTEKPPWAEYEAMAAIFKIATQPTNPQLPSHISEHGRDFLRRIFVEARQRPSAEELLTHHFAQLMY
p-CIP stab down – p/CIP protein destabilization. Q05BA5. F442A p/CIP-EGFP cells, EGFP fluorescence, 16 h. decrease of EGFP signal, % at 10 µM. hit rate 0.01% among 290,000;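 active means EGFP signal decrease of at least 30% at 10 µM or well 3 SD below plate mean, unless failing retest; inactive means the rest, including hits failing retest or dose response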; further: some compounds called inactive have numbers as strong as hits; many of its hits are not listed in these tables
IMP-1 inh – inhibitors of Pseudomonas aeruginosa IMP-1 metallo-beta-lactamase | inhibition, % at 5.6 µM | hit rate 0.45% among 290,000 | purified IMP-1, nitrocefin hydrolysis, epi-absorbance fluorescence | AID 1556;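 active means inhibition above the mean plus 3 SD of all compounds in the same screening run, cut at about 4.5% in these data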;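 further: 0% = IMP-1 with DMSO and 100% = DMSO wells lacking enzyme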
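assay system = purified recombinant IMP-1 metallo-beta-lactamase enzyme | schedule = 15 min preincubation plus 25 min reaction at 25 °C | signal = Epi-absorbance fluorescence, 480 nm excitation, 530 nm emission | read-out basis = percent inhibition from optical density relative to buffer-blank wells | controls = IMP-1 with DMSO as 0%, enzyme-free DMSO as 100%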
NS3 helicase inh – HCV NS3 helicase inhibition; NS3 helicase DNA unwinding, Cy5 molecular beacon fluorescence; inhibition, % at 10.9 µM; hit rate 0.56% among 290,000; AID 1800;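 active means inhibition above the mean of all tested compounds plus 3 SD, set per campaign, cut at about 35% in these data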;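 further: 0% = DMSO wells and 100% = thioflavine S control wells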
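Assay system: hepatitis C virus NS3 helicase domain fragment enzyme. Also added: annealed dual-labelled DNA beacon duplex, ATP-started. Timing: 1 h reaction at 25 °C, ATP-initiated. Technique: Cy5 fluorescence at 0 and 60 min, beacon hairpin quenching. Evaluation: % inhibition of unwinding. Replication: one well per compound.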
IDE cell activ – IDE (human) activation, cell-based. P14735. hit rate 0.073% among 340,000. activation, % at 5.96 µM. HEK cells, FAbeta-B cleavage, fluorescence polarization; 0% vehicle, 100% cell-free pure enzyme wells;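 active means activation above the mean of all tested compounds plus 3 SD, set per screening campaign, cut at about 17% in these data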
VIM-2 inhibitor – blocks Pseudomonas aeruginosa VIM-2 metallo-beta-lactamase; purified VIM-2, nitrocefin hydrolysis, epi-absorbance fluorescence; inhibition, % at 5.6 µM; hit rate 0.89% among 290,000;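 active means inhibition above the mean of all tested compounds plus 3 SD, cutoff set per screening run, cut at about 7.5% in these data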;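 further: red hydrolysis product quenches plate fluorescence so inhibitors raise well fluorescence; 0% = enzyme with DMSO and 100% = DMSO without enzyme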
SUMO HTRF inh – blocks human SUMOylation mediated by UBC9. AID 2006. hit rate 0.36% among 290,000. inhibition, % at 35 µM. P63279. HTRF SUMOylation assay, SAE1/SAE2 + UBC9, in vitro; in the data active means inhibition above about 50%, passing the limit was not always enough; further: strong numbers were not always called active
DNA FID counter – fluorescent intercalator displacement, NS3 helicase counter-screen | DNA fluorescent intercalator displacement, fluorescence | inhibition, % at 7.9 µM | AID 1845 | hit rate 0.17% among 290,000; in the data active means inhibition above about 37%;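 further: 0% = vehicle and 100% = reference compound; higher means more ethidium bromide displaced from hairpin DNA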
* = called active by the depositor; . = not tested or not shown.

structure,PHOSPHO1 block,MEKK3 PB1 HTS,p-CIP stab down,IMP-1 inh,NS3 helicase inh,IDE cell activ,VIM-2 inhibitor,SUMO HTRF inh,DNA FID counter
COc1cc2c(cc1OC)CN(C1CC(=O)N(c3c(C)cccc3C)C1=O)CC2 (stereo not given),14,103,-1,-2.6,-10,2,-2.0,5,-24
C=CCn1c(=O)c2ccccc2n2c(SCc3c(C(=O)OCC)oc4ccccc34)nnc12,-11,102,5,.,.,3,.,-12,.
CC(C)(C)c1ccc(NC(=O)CC2(C(F)(F)F)OCCO2)cc1,-11,90,-12,-0.5,3,-2,-4.4,-4,-14
CCc1ccc(S(=O)(=O)NCCc2cn3ccc(C)cc3n2)s1,0,76,4,-2.7,-6,0,0.7,4,12
Cc1sc(NC(=O)Cc2ccc3c(c2)OCO3)nc1-c1ccc2c(c1)CCN2C(=O)c1cccc(F)c1,-49,92,-3,-1.9,-3,-3,-2.4,-21,0
Cc1nc2sc(-c3ccccc3)cc2c(=O)n1-n1cccc1,18,94,-5,-5.6,5,4,-1.3,20,-11
CCOC(=O)c1ccccc1NC(=O)CN(c1ccccc1)S(=O)(=O)N(C)C,-8,97,-5,-5.3,-2,-1,-0.6,15,-28
O=C(CC(Nc1ccc(Cl)cc1Cl)C(=O)O)c1ccccc1 (stereo not given),32,106,-2,-3.5,22,1,0.2,10,2
CCn1nc(C)c(/C=N\NC(=O)c2cccc(OC)c2)c1C,-5,100,10,-0.1,-5,-3,-4.1,14,-12
O=C1CN(C(=O)CNCc2ccccc2)c2ccccc2N1,42,92,0,-2.9,2,-3,-2.9,8,1
CCOc1ccc(NC(=O)C2CCN(S(=O)(=O)c3ccc4c(c3)N(C(C)=O)CCO4)CC2)cc1,34,100,-2,-2.9,-2,1,-0.9,7,-41
COC(=O)c1cc(C(=O)c2cccc(Cl)c2Cl)cn1C,37,100,-17,-1.6,-2,3,-2.2,2,-13
COC(=O)CN(c1cc(Cl)ccc1OC)S(=O)(=O)c1ccc(OC)c(OC)c1,-7,103,2,-5.5,3,2,-1.6,2,-14
COC(=O)CCC(NS(=O)(=O)OCC(Cl)(Cl)Cl)c1ccccc1 (stereo not given),15,101,-1,-1.8,-8,0,-0.2,-4,-13
O=C(O)C1C2C=CC3(CN(C/C=C/c4ccccc4)C(=O)C13)O2 (stereo not given),10,97,-5,-4.0,9,1,-2.8,21,-7
Cc1cc(C)n(CC(=O)N/N=C/c2ccccn2)n1,-2,89,-12,-1.2,-4,0,-0.4,2,-1
CCN(CC)c1ccc(C2NC(=O)NC(C)=C2C(=O)Nc2ccccc2)cc1 (stereo not given),3,103,0,-1.7,9,0,-1.4,4,-8
Cc1ccc(CNC(=O)C2CCN(S(=O)(=O)c3ccc4c(c3)CC(C)N4C(=O)C3CC3)CC2)cc1 (stereo not given),26,95,-11,-1.6,-3,-1,-0.9,13,-66
CCOc1cc(C(=S)N2CCCCC2)ccc1OS(=O)(=O)c1ccc(Br)cc1,-13,100,-16,-5.5,-3,3,-2.7,7,-10
CCn1c(=O)c(=O)n(CC)c2cc(S(=O)(=O)Nc3ccc(C)cc3)ccc21,46,97,-4,-2.0,-2,5,-2.6,-17,-15

(listing goes on)
structure,PHOSPHO1 block,MEKK3 PB1 HTS,p-CIP stab down,IMP-1 inh,NS3 helicase inh,IDE cell activ,VIM-2 inhibitor,SUMO HTRF inh,DNA FID counter
Cn1c(=O)c2c(nc(Br)n2CC(=O)c2cccs2)n(C)c1=O,14,105,-2,-0.6,0,-1,-3.8,10,-2
COc1ccc(S(=O)(=O)NCCc2cn3nc(C)c(C)nc3n2)cc1,38,99,2,-4.7,0,1,-2.3,32,-8
CC1(C)CC(=O)c2c(O)cc(OCC(=O)Nc3ccc(CCO)cc3)cc2O1,-132,95,-10,-2.7,-8,0,-1.6,15,-24
O=S(=O)(c1ccccc1)N1CCC(N2CCCCCC2)CC1,-14,99,8,-2.1,-2,1,-1.7,-26,0
CC(C)c1cc(-c2cc(-c3ccc(Cl)cc3)on2)nc(NC2CCCC2)n1,18,96,-14,.,.,6,.,2,.
Cc1ccc(C(=O)Nc2nc3nc(-c4ccccc4)cc(=O)n3[nH]2)cc1,3,94,-5,-14,0,6,-5.2,10,-22
CC(=O)N1CCN(c2ncnc3sc(-c4ccccc4)cc23)CC1,-19,103,0,0.0,3,-6,2.5,-5,-27
CC(C)Cc1ccc(/C=C/C(=O)N2CCOCC2)cc1,32,101,-2,-0.9,-5,1,-4.0,15,-29
Nc1cc(N)nc(SCc2cc([N+](=O)[O-])cc3c2OCOC3)n1,4,100,4,-3.5,3,-1,0.7,-18,15
O=C(O)CCC(=O)N(Cc1ccccc1)Cc1ccccc1,29,105,-9,-3.1,-2,0,-0.4,13,-12
N#Cc1nc(-c2ccccc2F)oc1NCc1cccc2c1OCO2,18,108,-2,-6.3,-11,-1,-4.1,-4,-16
O=C(CSc1n[nH]c(=O)[nH]c1=O)N1CCCCCC1,29,96,6,-0.5,-4,2,0.1,33,-5
NC(=S)N/N=C/c1cccc(Br)c1,-73,106,-5,-2.4,-10,5,-1.9,2,-5
CC(C)N1CC2=C(OC(N)=C(C#N)C2c2cccnc2)/C(=C/c2cccnc2)C1 (stereo not given),26,98,8,-3.2,7,-2,-2.2,19,-8
NC(=S)NC1CCS(=O)(=O)C1 (stereo not given),-23,98,3,-1.9,7,2,-1.7,-4,-1
Cc1c(-c2ccncc2)oc2ccc(Br)cc2c1=O,38,96,-2,-2.3,-12,.,0.3,12,-4
O=C(Cn1cnc2ccccc2c1=O)NC1CCCc2ccccc21 (stereo not given),-13,104,-21,-1.5,-4,-2,0.2,11,-8
CC1=CN2C(=NC(=O)CC2(C)C(=O)N(CC(=O)NC2CCCC2)Cc2ccccc2)C=C1 (stereo not given),23,103,-3,-1.7,-2,-1,-4.2,4,-14
CCNc1nc(NC(C)C)nc(Nn2cnnc2)n1,-8,97,2,-2.2,-1,2,-4.9,-9,-3
O=C(CCc1ccccc1)Nc1ccccc1C(=O)N1CCOCC1,6,97,-3,-1.6,-5,4,-0.5,9,-1

Some values from the list.
Under NS3 helicase inh, CC(C)N1CC2=C(OC(N)=C(C#N)C2c2cccnc2)/C(=C/c2cccnc2)C1 (stereo not given) shows 7
Under VIM-2 inhibitor, NC(=S)N/N=C/c1cccc(Br)c1 shows -1.9

Other entries follow.
structure,PHOSPHO1 block,MEKK3 PB1 HTS,p-CIP stab down,IMP-1 inh,NS3 helicase inh,IDE cell activ,VIM-2 inhibitor,SUMO HTRF inh,DNA FID counter
CC(C)CC(=O)Nc1ccc(Nc2ccccc2)cc1,-6,85,-8,-1.8,-2,-3,-3.3,1,-4
O=C(Nc1cccc(C(F)(F)F)c1)n1cc(-c2ccccn2)c(N2CCOCC2)n1,36,112,-1,-3.3,2,5,-1.3,6,8
CCOc1ccccc1N(C)S(=O)(=O)c1ccc2c(c1)N(C(C)=O)CCO2,33,103,-8,-1.7,5,9,-2.0,4,-40
O=C(O)CSCC(=O)Nc1ccc(C(F)(F)F)cc1,46,98,0,-0.7,4,-3,-0.9,8,1
Cc1cc(NC(=O)CN2C(=O)CCSc3ccccc32)no1,-15,93,-6,-2.0,-4,2,-2.9,-1,-11
Cc1cc2c(cc1S(=O)(=O)N1CCCCC1)OCC(=O)N2,28,102,-1,-4.5,15,4,-1.1,-6,-5
CN(C)C(=O)N1CCCC(C(=O)NCc2ccc(F)cc2Cl)C1 (stereo not given),-3,100,8,-2.8,-1,-5,-3.0,9,0
COCCN1Cc2cccc(C(=O)NC(C)c3cccs3)c2C1=O (stereo not given),6,100,-2,0.4,-1,6,-5.3,6,-8
Cn1ccnc1SCC(=O)Nc1ccccc1,10,99,-9,-3.7,-3,3,1.5,-20,-1
CCN1CCN(S(=O)(=O)Cc2ccccc2)CC1,-14,102,10,-4.1,5,0,-2.9,-7,2
Cc1ccc(NC(=O)C(=O)NCC2CCN(C(=O)c3cccc([N+](=O)[O-])c3)CC2)cc1,17,97,-8,-0.2,-5,2,-0.9,15,-7
CCC(C)NC(=O)CNC(=O)c1nn(-c2ccc(OC)cc2OC)c(=O)c2ccccc12 (stereo not given),25,103,-6,2.9,13,0,1.6,14,-18
CCOC(=O)C1CCN(C(=O)CCNS(=O)(=O)c2ccc3c(c2)CCN3C(=O)CC)CC1,29,103,12,-4.2,6,0,-0.8,0,-43
COc1ccc(NC(=O)CC2Oc3ccccc3NC2=O)c(OC)c1 (stereo not given),.,107,4,-3.0,9,3,-0.3,-21,-10
Cc1ccc(S(=O)(=O)NCCc2ccc(S(N)(=O)=O)cc2)cc1,5,100,-12,-2.2,-1,-5,-4.2,10,-10
COc1cc2c(cc1OC)-c1c(OC)c(OC)cc3ccnc(c13)C2=O,-21,101,-29,-6.0,12,-6,9.0*,5,-9
CCCc1cc(=O)[nH]c(SCC(=O)N2CCN(c3ccccc3)CC2)n1,-3,85,7,-1.7,-1,1,-1.9,1,-1
O=C(NC(=S)N1CCN(c2ccccn2)CC1)c1ccccc1,9,96,-2,-0.7,-2,1,-3.0,8,-1
CCNC(=O)NC1(C(=O)Nc2ccc3c(c2)CCC3)CCCCC1,28,92,-11,1.6,-4,0,-1.2,21,-4
Cc1cc(C)c(C#N)c(SCc2cc3c(cc2Cl)OCO3)n1,-8,95,-3,-2.2,2,1,-2.6,-36,2

The list is partial; rates above refer to the full screens.
